# High-throughput results as filed in PubChem.
# TcdB inh: TcdB glycohydrolase inhibitors, primary screen, biochemical, single point, plate reader | AID 652162, 2013 | Toxin B (Clostridioides difficile), P18177 | actives 0.24% (n = 350,000) | inhibition, % at 9.99 µM | TcdB glycohydrolase enzymatic assay; in the data active = inhibition above about 10%
# * = called active by the depositor.
# Start of the data: the first 11 records, ahead of the listing:
SMILES,TcdB inh
Cc1noc(C)c1S(=O)(=O)Nc1ccc2c(c1)C(=O)N([C@H](C)CO)C[C@H](C)[C@H](CN(C)C(=O)NC1CCCCC1)OCCCC[C@@H](C)O2,0.6
N#C[C@H]1[C@@H](c2ccc(C3=CCCCC3)cc2)[C@H](CO)N1C(=O)NC1CCCCC1,1.3
C[C@H]1CN([C@@H](C)CO)C(=O)c2cc(NC(=O)Cc3cn(C)c4ccccc34)ccc2O[C@H]1CN(C)C(=O)Nc1ccc(F)cc1,0.2
O=C(C[C@H]1CC[C@H]2[C@@H](COC[C@@H](O)CN2C(=O)Nc2ccccc2)O1)NCc1ccccc1F,0.2
C[C@H]1CN([C@@H](C)CO)C(=O)c2cc(NC(=O)CCCN(C)C)ccc2O[C@@H]1CN(C)CC1CC1,-0.3
COc1cccc(-c2ccc3c(c2)[C@H]2[C@H](CCN2C(=O)NC2CCCCC2)[C@@H](CO)N3C)c1,1.2
Cc1noc(C)c1NC(=O)N(C)C[C@@H]1Oc2ccc(NC(=O)Nc3ccccc3)cc2CC(=O)N([C@@H](C)CO)C[C@H]1C,0.2
CC=Cc1ccc2n(c1=O)C[C@@H]1[C@@H](CO)[C@H](C(=O)NCCc3cn(C)cn3)[C@H]2N1C(=O)CC1CC1 (mixture of isomers),-1.4
C[C@@H]1CN([C@H](C)CO)C(=O)c2cc(NC(=O)CCCN(C)C)ccc2O[C@@H](C)CCCCO[C@@H]1CN(C)S(C)(=O)=O,0.7
C[C@H](CO)N1C[C@H](C)[C@@H](CN(C)Cc2ccc(C(=O)Nc3ccccc3N)cc2)Oc2ccc(NC(=O)c3ccncc3)cc2C1=O,-1.5
C[C@@H]1CCCCO[C@@H](CN(C)Cc2ccc(C(=O)O)cc2)[C@H](C)CN([C@@H](C)CO)C(=O)c2cc(NC(=O)Nc3ccc(F)cc3)ccc2O1,-3.0

# The list itself, from the start:
SMILES,TcdB inh
Cc1noc(C)c1S(=O)(=O)Nc1ccc2c(c1)C(=O)N([C@H](C)CO)C[C@H](C)[C@H](CN(C)C(=O)NC1CCCCC1)OCCCC[C@@H](C)O2,0.6
N#C[C@H]1[C@@H](c2ccc(C3=CCCCC3)cc2)[C@H](CO)N1C(=O)NC1CCCCC1,1.3
C[C@H]1CN([C@@H](C)CO)C(=O)c2cc(NC(=O)Cc3cn(C)c4ccccc34)ccc2O[C@H]1CN(C)C(=O)Nc1ccc(F)cc1,0.2
O=C(C[C@H]1CC[C@H]2[C@@H](COC[C@@H](O)CN2C(=O)Nc2ccccc2)O1)NCc1ccccc1F,0.2
C[C@H]1CN([C@@H](C)CO)C(=O)c2cc(NC(=O)CCCN(C)C)ccc2O[C@@H]1CN(C)CC1CC1,-0.3
COc1cccc(-c2ccc3c(c2)[C@H]2[C@H](CCN2C(=O)NC2CCCCC2)[C@@H](CO)N3C)c1,1.2
Cc1noc(C)c1NC(=O)N(C)C[C@@H]1Oc2ccc(NC(=O)Nc3ccccc3)cc2CC(=O)N([C@@H](C)CO)C[C@H]1C,0.2
CC=Cc1ccc2n(c1=O)C[C@@H]1[C@@H](CO)[C@H](C(=O)NCCc3cn(C)cn3)[C@H]2N1C(=O)CC1CC1 (mixture of isomers),-1.4
C[C@@H]1CN([C@H](C)CO)C(=O)c2cc(NC(=O)CCCN(C)C)ccc2O[C@@H](C)CCCCO[C@@H]1CN(C)S(C)(=O)=O,0.7
C[C@H](CO)N1C[C@H](C)[C@@H](CN(C)Cc2ccc(C(=O)Nc3ccccc3N)cc2)Oc2ccc(NC(=O)c3ccncc3)cc2C1=O,-1.5
C[C@@H]1CCCCO[C@@H](CN(C)Cc2ccc(C(=O)O)cc2)[C@H](C)CN([C@@H](C)CO)C(=O)c2cc(NC(=O)Nc3ccc(F)cc3)ccc2O1,-3.0
C[C@H](CO)N1C[C@H](C)[C@H](CN(C)Cc2ccc(Cl)c(Cl)c2)Oc2c(NC(=O)C3CCOCC3)cccc2C1=O,1.8
CC(=O)N(C)C[C@H]1[C@H](c2ccc(-c3ccccc3)cc2)[C@@H](CO)N1C(=O)C1CC1,-1.2
O=C(C[C@@H]1CC[C@@H]2[C@H](COC[C@H](O)CN2Cc2ccccc2F)O1)N[C@H]1CCN(Cc2ccccc2)C1,-0.7
CC(C)NC(=O)N1C[C@H]2[C@@H](c3ccccc31)[C@H](CO)N2Cc1ccccn1,0.5
COc1ccc(NC(=O)Nc2cccc3c2O[C@H](CN(C)C(=O)NC(C)C)[C@@H](C)CN([C@@H](C)CO)C3=O)cc1,0.6
CO[C@H]1CN(C)C(=O)c2cc(NC(=O)Nc3cc(F)ccc3F)ccc2OC[C@@H](C)N(C(=O)c2ccccn2)C[C@H]1C,0.8
O=C(NC1CCCCC1)[C@@H]1[C@@H](CO)[C@@H]2Cn3c(cccc3=O)[C@@H]2N1CC1CCCC1,0.2
CC(=O)N(C)C[C@@H]1Oc2ncc(-c3ccc(C(=O)N(C)C)cc3)cc2C(=O)N([C@@H](C)CO)C[C@@H]1C,0.1
O=C(Nc1cc(F)ccc1F)N1CCCCN2[C@H](CO)[C@@H](c3ccc(-c4ccncc4)cc3)[C@@H]2C1,-0.3
CCC(=O)N(C)C[C@H]1Oc2cc(C#CCOC)ccc2S(=O)(=O)N([C@H](C)CO)C[C@H]1C,0.7
COc1ccc(NC(=O)Nc2ccc3c(c2)CC(=O)N([C@@H](C)CO)C[C@@H](C)[C@H](CN(C)C(=O)NC2CCCCC2)O3)cc1,0.1
CCC(=O)N(C)C[C@@H]1Oc2cc(C#CC3CCCC3)ccc2S(=O)(=O)N([C@H](C)CO)C[C@H]1C,0.5
C[C@H]1CN([C@@H](C)CO)C(=O)c2cc(NC(=O)Nc3ccc4c(c3)OCO4)ccc2O[C@H]1CN(C)S(=O)(=O)c1ccc(Cl)cc1,0.5
CC(C)C#Cc1ccc([C@@H]2[C@H](CO)N3CCCCN(C(=O)c4ccc5c(c4)OCO5)C[C@@H]23)cc1,-8.1
C[C@H](CO)N1C[C@H](C)[C@H](CN(C)C(=O)Nc2ccc(F)cc2)OCCCC[C@H](C)Oc2ccc(NC(=O)Nc3ccc(C(F)(F)F)cc3)cc2C1=O,-1.8
CCNC(=O)C[C@H]1CC[C@H]2[C@@H](COc3ccc(NC(=O)C4CCCCC4)cc3C(=O)N2C)O1,0.6
C[C@@H]1CN([C@H](C)CO)C(=O)c2cc(C3=CCCC3)cnc2O[C@@H]1CN(C)Cc1ccccc1,0.8
COc1cccc(-c2ccc3c(c2)O[C@H](CN(C)Cc2cccnc2)[C@H](C)CN([C@H](C)CO)S3(=O)=O)c1,0.2
C[C@H]1CN([C@@H](C)CO)S(=O)(=O)c2ccc(-c3cncnc3)cc2O[C@@H]1CN(C)C(=O)c1cccc(F)c1,-0.6
COCC(=O)Nc1ccc2c(c1)C(=O)N(C)[C@@H]1CC[C@H](CC(=O)NCc3ccccc3)O[C@H]1CO2,0.0
C[C@@H]1CN([C@H](C)CO)S(=O)(=O)c2ccc(C3=CCCCC3)cc2O[C@@H]1CN(C)C(=O)CN(C)C,-7.4
C[C@H](CO)N1C[C@H](C)[C@H](CN(C)C(=O)c2ccc(F)cc2)OCc2ccccc2-c2ccccc2C1=O,-0.3
C[C@@H]1CCCCO[C@@H](CN(C)S(C)(=O)=O)[C@H](C)CN([C@H](C)CO)C(=O)c2cc(NC(=O)Nc3ccc(C(F)(F)F)cc3)ccc2O1,-0.6
CS(=O)(=O)N1[C@@H]2Cn3c(ccc(C4=CCCC4)c3=O)[C@H]1[C@@H](C(=O)N1CCCCC1)[C@@H]2CO,0.7
COC(=O)C[C@@H]1CC[C@@H]2[C@@H](COc3ccc(NC(=O)c4cccc(Cl)c4)cc3C(=O)N2C)O1,1.8
COCC(=O)N(C)C[C@@H]1Oc2cc(-c3ccc(OC)cc3)ccc2S(=O)(=O)N([C@@H](C)CO)C[C@H]1C,0.9
CCC(=O)N(C)C[C@H]1Oc2ncc(-c3ccccc3OC)cc2C(=O)N([C@H](C)CO)C[C@H]1C,1.0
Cn1cnc(S(=O)(=O)N2CC[C@@H]3[C@H]2c2cc(C#Cc4ccccc4F)ccc2N[C@@H]3CO)c1,1.5
O=C(C[C@@H]1CC[C@@H]2[C@H](COC[C@H](O)CN2S(=O)(=O)c2ccccc2F)O1)NCc1ccccc1Cl,-1.5
O=C(N[C@@H]1CC[C@H](CCn2cc(Cc3ccccc3)nn2)O[C@H]1CO)c1ccccn1,-1.3
C[C@@H]1CN([C@@H](C)CO)C(=O)c2cc(NC(=O)NC3CCCCC3)ccc2O[C@@H]1CN(C)S(=O)(=O)c1cccs1,-0.2
C[C@H](CO)N1C[C@H](C)[C@H](CN(C)S(=O)(=O)c2ccccc2)OCCCC[C@H](C)Oc2ccc(NC(=O)c3ccncc3)cc2C1=O,1.0
C[C@@H]1CN([C@@H](C)CO)C(=O)c2cc(-c3cccc(F)c3)cnc2O[C@H]1CN(C)Cc1cccnc1,0.3
CCCNC(=O)C[C@@H]1C[C@@H]2c3cc(NC(=O)C4CCOCC4)ccc3O[C@@H]2[C@@H](CO)O1,-0.1
CO[C@@H]1CN(C)C(=O)c2cc(NC(=O)C3CC3)ccc2OC[C@H](C)N(C(=O)c2cccnc2)C[C@H]1C,-1.4
Cc1ccccc1-c1cnc2c(c1)C(=O)N([C@@H](C)CO)C[C@H](C)[C@@H](CN(C)C(=O)c1ccncc1)O2,5.6
COc1ccc(CN(C)C[C@H]2OCCCC[C@H](C)Oc3ccc(NC(=O)CCCN(C)C)cc3C(=O)N([C@@H](C)CO)C[C@@H]2C)cc1,-0.2
C[C@H](CO)N1C[C@H](C)[C@H](CN(C)C(=O)Nc2cccc(F)c2)Oc2ncc(C#CCN(C)C)cc2C1=O,-3.3
CCC(=O)N1CC(=O)N2[C@H](CO)[C@H](c3ccc(C#CCC(C)C)cc3)[C@@H]2C1,0.3
Cc1ccc(S(=O)(=O)N(C)C[C@H]2Oc3cc(-c4cccc(F)c4)ccc3S(=O)(=O)N([C@@H](C)CO)C[C@@H]2C)cc1,-2.6
CO[C@@H]1CN(C)C(=O)c2cc(NC(=O)CC(F)(F)F)ccc2OC[C@@H](C)N(C(=O)C2CC2)C[C@@H]1C,0.4
C[C@@H]1CN([C@H](C)CO)C(=O)c2cc(NS(=O)(=O)c3ccc(Cl)cc3)ccc2O[C@@H]1CN(C)Cc1ccc(-c2ccccc2)cc1,-0.5
O=C(C1CC1)N1CC2(C1)[C@H](c1ccccc1)[C@H](CO)N2Cc1nccs1,-0.7
C[C@H]1CN([C@@H](C)CO)C(=O)c2cccc(NS(=O)(=O)c3ccc(Cl)cc3)c2O[C@H]1CN(C)S(=O)(=O)c1cccs1,-1.3
C[C@@H]1CCCCO[C@@H](CN(C)S(=O)(=O)c2cn(C)cn2)[C@H](C)CN([C@H](C)CO)C(=O)c2cc(NS(C)(=O)=O)ccc2O1,0.1
N#C[C@H]1[C@H](c2ccc(-c3cccc(F)c3)cc2)[C@@H](CO)N1C(=O)NC1CCCCC1,-2.8
C[C@@H]1CN([C@@H](C)CO)C(=O)c2cc(NS(=O)(=O)c3ccccc3)ccc2O[C@H]1CN(C)S(=O)(=O)c1cn(C)cn1,-0.9
COc1cc(CO)cc(I)c1O[C@H]1C=C(C(=O)NCCO)C[C@@H](N(C(=O)c2cc3ccccc3oc2=O)C2CCCCCC2)[C@@H]1O,0.3
C[C@@H]1CN([C@@H](C)CO)C(=O)c2cc(C#CCN(C)C)cnc2O[C@H]1CN(C)S(C)(=O)=O,-1.3
# Next records:
SMILES,TcdB inh
CNC[C@@H]1Oc2ncc(C#Cc3ccc(F)cc3)cc2C(=O)N([C@H](C)CO)C[C@@H]1C,0.9
C[C@H](CO)N1C[C@H](C)[C@H](CN(C)CC2CC2)Oc2ccc(NC(=O)Nc3ccc(F)cc3)cc2CC1=O,0.7
CCC(=O)N1C[C@H](C)[C@@H](OC)CN(C)C(=O)c2cc(NC(=O)Nc3ccccc3)ccc2OC[C@H]1C,0.1
CN(C)C(=O)c1ccc(-c2ccc3c(c2)[C@H]2[C@H](CCN2C(=O)C2CCCC2)[C@H](CO)N3C)cc1,-2.0
C[C@H]1CN([C@@H](C)CO)C(=O)Cc2cc(N(C)C)ccc2O[C@@H]1CN(C)S(=O)(=O)c1ccc(F)cc1,-6.0
CO[C@@H]1CN(C)C(=O)c2ccc(NS(=O)(=O)c3ccccc3C)cc2OC[C@@H](C)N(S(C)(=O)=O)C[C@H]1C,-0.4
COc1cccc(-c2ccc([C@H]3[C@H]4CN(C(=O)C5CCC5)CC(=O)N4[C@H]3CO)cc2)c1,1.4
O=C(c1ccc(F)cc1)N1CC(=O)N2[C@H](CO)[C@@H](c3ccc(-c4cccnc4)cc3)[C@H]2C1,-0.4
COc1ccc2c3c(n(C)c2c1)[C@@H](CO)NCC31CN(S(=O)(=O)c2ccccc2)C1,-2.5
CCNC(=O)[C@H]1[C@H](CO)[C@H]2Cn3c(ccc(-c4cccc(F)c4)c3=O)[C@H]2N1C(=O)Cc1cccnc1,-1.8
CN(C)C(=O)c1ccc(-c2ccc([C@@H]3[C@@H](CO)N4C(=O)CN(C(=O)C5CCC5)C[C@H]34)cc2)cc1,-0.6
Cc1ccc(S(=O)(=O)Nc2ccc3c(c2)C(=O)N([C@@H](C)CO)C[C@@H](C)[C@@H](CN(C)Cc2ccncc2)O3)cc1,0.3
C[C@@H]1CN([C@H](C)CO)C(=O)Cc2cc(NC(=O)C3CCCCC3)ccc2O[C@@H]1CN(C)C(=O)Nc1ccccc1,0.3
CN1C(=O)c2cc(NS(C)(=O)=O)ccc2OC[C@@H]2O[C@@H](CC(=O)NCc3ccccc3)CC[C@H]21,-0.7
COc1ccc(CN(C)C[C@H]2Oc3ccc(NS(=O)(=O)c4ccccc4)cc3CC(=O)N([C@H](C)CO)C[C@@H]2C)cc1,0.5
COc1ccc2c3c(n(C)c2c1)[C@H](CO)N(C(=O)CN1CCOCC1)CC31CCN(Cc2ccncc2)CC1,-0.2
COc1ccc(NC(=O)Nc2ccc3c(c2)C(=O)N([C@@H](C)CO)C[C@@H](C)[C@H](CN(C)C(=O)CCC(F)(F)F)OCCCC[C@@H](C)O3)cc1,0.3
COc1ccc(C#Cc2ccc([C@H]3[C@H](CO)N4C(=O)CN(C(=O)c5ccncc5)C[C@@H]34)cc2)cc1,-0.2
C[C@@H]1CN([C@@H](C)CO)C(=O)c2cc(NS(=O)(=O)c3cn(C)cn3)ccc2O[C@H]1CN(C)C(=O)Nc1ccccc1,0.4
CN(C)C(=O)c1ccc(-c2ccc3c(c2)[C@H]2[C@H](CCN2C(=O)Cc2ccccn2)[C@H](CO)N3C)cc1,0.6

# Some of the compounds tested. The share of hits here may be higher or lower than overall.
